# PfG6PD inh = PfG6PD (Plasmodium falciparum) enzyme inhibition | PfGluPho enzyme, NADPH resazurin-diaphorase fluorescence | inhibition, % at 20 µM | 350,000 tested, 0.78% active;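 active = inhibition reaching at least a set limit at 20 µM in the primary screen, cut at about 59% in these data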;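 note: 0% = DMSO wells with substrate and 100% = DMSO wells lacking glucose-6-phosphate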
# SENP1 inh = blocks the human SENP1 SUMO protease catalytic domain; inhibition, % at 10 µM; 360,000 tested, 0.21% active; recombinant SENP1 catalytic domain, CyPet-SUMO1-YPet FRET cleavage;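 active = inhibition at least 30% at 10 µM, raw YFP signal under a set limit, fluorescence ratio 0.5 to 1.5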;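 note: 0% = enzyme with DMSO and 100% = no enzyme wells; some results filed as inactive read as strong as hits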
# Target sequence (Q9P0U3 419-644 limits assumed): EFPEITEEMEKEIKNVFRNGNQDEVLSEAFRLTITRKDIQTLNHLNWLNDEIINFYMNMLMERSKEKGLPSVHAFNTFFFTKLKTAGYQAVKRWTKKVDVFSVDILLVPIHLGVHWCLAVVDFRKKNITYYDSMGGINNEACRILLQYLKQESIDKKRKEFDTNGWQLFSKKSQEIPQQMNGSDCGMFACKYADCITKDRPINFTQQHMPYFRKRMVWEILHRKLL
#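 Test system: recombinant human SENP1 catalytic domain, His6-tagged / Medium: pH 8 Tris buffer with EDTA, NaCl, BME, BSA, NP40, catalase / Also added: SUMO1 FRET substrate flanked by Cypet and Ypet, 25 nM / Times: 50 min reaction at room temperature / Signal: FRET, CFP and YFP emission / Control set: no-enzyme low control and enzyme-plus-DMSO high control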
# Apaf1 inhib = human Apaf-1 inhibition | O14727 | reconstituted apoptosome caspase-3 activity, DEVD-Rh110 fluorescence | inhibition, % at 20 µM | 330,000 tested, 0.71% active | AID 489030; active = inhibition of at least 40% at 20 µM;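 note: plate controls were DMSO wells for no effect and DEVD-CHO caspase inhibitor wells for full effect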
#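 Medium: Hepes buffer, pH 7.5 / System: biochemical Apaf-1 apoptosome reconstitution / Measured by: Rh110 fluorescence, excitation 480 nm, emission 540 nm / Times: compound with Apaf-1, dATP, procaspase-3 30 min, then 50 min reaction, room temperature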
# SENP8 block-1 = inhibitors of human SENP8 protease. Q96LD8. recombinant SENP8, Nedd8 substrate fluorescence. inhibition, % at 20 µM. 360,000 tested, 0.64% active. AID 602440; in the data active = inhibition mostly above about 40%, no sharp cut-off; inactive = mostly below about 27%
# Target sequence (Q96LD8 whole entry, looked up): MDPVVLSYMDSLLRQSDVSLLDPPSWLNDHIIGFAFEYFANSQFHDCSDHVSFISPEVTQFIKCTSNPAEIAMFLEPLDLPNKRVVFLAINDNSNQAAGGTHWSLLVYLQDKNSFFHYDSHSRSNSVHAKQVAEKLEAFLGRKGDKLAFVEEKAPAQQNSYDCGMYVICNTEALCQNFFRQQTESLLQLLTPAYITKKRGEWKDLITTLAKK
# SENP8 block-2 = SENP8 protease inhibition; Q96LD8; purified SENP8, Z-RLRGG-aminoluciferin cleavage, luminescence; inhibition, % at 10 µM; 330,000 tested, 1.2% active; AID 2540; in the data active = inhibition above about 50%
# SENP6 inh = SENP6 protease inhibition | inhibition, % at 10 µM | Q9GZR1 | Recombinant SENP6 catalytic domain, aminoluciferin luminescence | 330,000 tested, 1.8% active;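 active = inhibition above about 50% at the single tested dose, limit read from the data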;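 note: plate controls were DMSO wells with enzyme for no effect and DMSO wells lacking enzyme for full effect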
# Target sequence (Q9GZR1 628-1112 limits assumed): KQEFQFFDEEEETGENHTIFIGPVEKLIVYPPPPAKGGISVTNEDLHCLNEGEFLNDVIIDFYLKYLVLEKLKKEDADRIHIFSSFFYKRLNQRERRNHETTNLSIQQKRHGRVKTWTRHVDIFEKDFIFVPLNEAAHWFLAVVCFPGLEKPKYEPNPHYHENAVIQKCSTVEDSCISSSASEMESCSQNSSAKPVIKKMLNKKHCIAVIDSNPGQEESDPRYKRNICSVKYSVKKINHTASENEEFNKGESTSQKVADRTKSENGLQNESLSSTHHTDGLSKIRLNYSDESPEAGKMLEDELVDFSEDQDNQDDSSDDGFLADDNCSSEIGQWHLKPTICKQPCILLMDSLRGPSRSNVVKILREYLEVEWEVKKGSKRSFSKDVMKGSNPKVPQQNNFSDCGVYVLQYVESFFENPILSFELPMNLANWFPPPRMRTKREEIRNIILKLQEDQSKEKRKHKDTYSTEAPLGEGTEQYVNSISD
# SENP7 block = inhibitors of human SENP7 protease. Q9BQF6. recombinant SENP7, Z-RLRGG-aminoluciferin luminescence, 40 min. inhibition, % at 5 µM. 330,000 tested, 1.5% active. AID 434973;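 active = inhibition above about 50% at the single test dose, limit read from the data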;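 note: plate controls were DMSO with enzyme for no effect and no enzyme buffer wells for full effect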
# HKDC1 inh = inhibitors of human hexokinase HKDC1 | Q2TB90 | recombinant HKDC1, G6PDH/diaphorase resazurin coupled fluorescence | inhibition, % at 20 µM | 340,000 tested, 0.16% active | AID 493160;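 active = inhibition above about 35% when tested at 20 µM, limit read from the data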;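 note: plate controls were DMSO wells with enzyme for no effect and DMSO wells lacking enzyme for full effect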
#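 test system = in-house recombinant HK5 (HKDC1) enzyme | amount = HKDC1 at 5 µg/mL | control set = DMSO-enzyme wells negative, buffer-substituted wells positive | compound = one dose of 20 µM, 1% DMSO | schedule = reaction time 90 min, room temperature, protected from light | technique = resorufin fluorescence at 613 nm | reagent = glucose with 1 mM ATP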
# * marks the source's active call; other numbers are inactive results; x = not tested or not shown; & = joins results of further samples.
SMILES,PfG6PD inh,SENP1 inh,Apaf1 inhib,SENP8 block-1,SENP8 block-2,SENP6 inh,SENP7 block,HKDC1 inh
CC1Oc2ccccc2N(CC(=O)N2CCCCC2)C1=O (stereo unspecified),-6,0,2,4,5,-10,-9,3
CCOc1ccc(S(=O)(=O)NCCC2=CCCCC2)c2ccccc12,34,0,2,9,-7,-21,-8,1
COc1ccc(CCNC(=S)NCc2cccs2)cc1OC,-3,0,-4,12,5,0,0,10
N#CCCn1c(SCC(=O)NCC2CCCO2)nc2ccccc21 (stereo unspecified),15,-6,2,12,-5,-11,-9,2
COc1ccc(C(O)c2nccc3cc(OC)c(OC)cc23)cc1OC (stereo unspecified),-9,1,-28,11,1,5,1,4
COc1ccc(C)cc1N1C(=N)/C(=C2/Nc3ccccc3S2)C(c2ccccc2)C1=O (stereo unspecified),9,-11,x,-36,x,x,x,4
CC(NC(=O)c1ccco1)C(=O)N1CCc2ccccc2C1 (stereo unspecified),-19,-2,7,11,-3,-12,1,3
Cc1cc(C)c(C#N)c(SCc2ccccc2C)n1,-11,0,12,3,-3,5,-2,-1
Cc1cc(C)c(C(=O)Cn2nc(C(=O)O)c3ccccc3c2=O)cc1C,-9,-1,-1,24,-7,-5,7,21
COc1ccc(N2C(=O)/C(=C/N(C)C)NC2=S)cc1,58,3,0,21,-7,-5,-3,-9
CCC(C(=O)Nc1ccccc1)c1ccccc1 (stereo unspecified),-10,0,4,12,6,4,15,1
O=C(NCC1OCCc2ccccc21)c1ccc(NC(=O)c2ccc(Cl)cc2Cl)cc1 (stereo unspecified),-8,0,11,12,0,6,5,-9
CCc1ccc(N=C2NC(=O)/C(=C/c3ccc(OCC(=O)O)c(OC)c3)S2)cc1,-11,-71,6,-285,-1,13,-8,12
Cc1cc(S(=O)(=O)Nc2nc(CN3CCOCC3)nc3sc4c(c23)CCC4)ccc1F,-14,-10,2,-162,-9,-4,-3,7
Cc1nn(Cc2ccccc2)c2ncccc12,-15,-1,1,1,-8,-1,-15,0
CCc1cccc(C)c1NC(=O)COC(=O)Cn1c(C)csc1=O,-10,1,-6,16,-17,-22,-9,-7
CCn1cc(C(=O)Nc2ccc(C)cc2C)c(=O)c2ccc(C)nc21,x,x,-5,x,2,13,-8,x
CN(C)S(=O)(=O)c1ccc2c(c1)C(=NNC(N)=O)c1cc(S(=O)(=O)N(C)C)ccc1-2,-3,0,5,4,6,-23,0,4
Cc1nc2ccccc2c(=O)n1/N=C/c1ccccc1F,9,0,2,19,-2,11,5,-5
Cc1ccc(C)c(NC(=O)COC(=O)c2ccc(S(=O)(=O)N3CCCCC3)cc2)c1,-24,1,4,1,-8,-2,-7,-2
Cc1cccc(OCc2nnc(SCC(=O)O)n2Cc2ccccc2)c1,-30,0,2,2,-12,-8,-2,2
Cc1ccc(Sc2cnccc2C#N)cc1,3,0,4,12,10,11,-5,-6
CCCCC(C(=O)OCC(=O)c1ccc(OC)cc1)N1C(=O)c2ccccc2C1=O (stereo unspecified),15,0,11,12,0,-26,2,4
CCOc1cc(C(=O)Nc2cnccn2)cc(OCC)c1OCC,0,1,-6,9,-9,-6,-3,-6
O=C(/C=C/c1ccccc1)N/C(=C/c1ccccc1)C(=O)Nc1cccc(C(=O)O)c1,-13,22,6,-1,0,-20,2,-6
# The list goes on.
SMILES,PfG6PD inh,SENP1 inh,Apaf1 inhib,SENP8 block-1,SENP8 block-2,SENP6 inh,SENP7 block,HKDC1 inh
CC1CCCCN1S(=O)(=O)c1ccc(C(=O)Nc2ccccc2-c2nc3ccccc3s2)cc1 (stereo unspecified),6,-2,5,-356,4,-1,7,-7
Nc1nc(-c2ccc(Cl)cc2)nn1C(=O)c1cccnc1,2,-1,-1,9,1,8,1,4
O=C1NCCCC1C(=O)N/N=C/c1cc([N+](=O)[O-])ccc1O (stereo unspecified),-25,2,1,45*,3,-15,4,-8
O=C(NCc1n[nH]c(=S)n1-c1ccc(F)cc1)c1ccc(S(=O)(=O)N2CCCC2)cc1,27,0,-15,11,-14,-5,10,-9
O=C(NCCC(c1ccccc1)c1ccccc1)c1ccc(Br)o1,9,-3,34,8,-1,-17,-8,2
O=C(NCCCNC(=O)c1ccco1)c1ccc(Cl)c(Cl)c1,-10,0,0,18,-7,15,-2,6
Cc1ccc(C(=O)Nc2cccnc2)cc1NC(=O)c1ccco1,-18,3,-1,30,5,6,9,-7
COc1ccc(C2C(C(=O)NCCN(C)C)c3cc(OC)c(OC)cc3C(=O)N2C)cc1OC (stereo unspecified),-18,-1,-3,5,-3,5,-6,1
CCOC(=O)c1c(-c2cccc([N+](=O)[O-])c2)csc1NC(=O)CCCOc1ccccc1,1,1,x,3,x,x,x,-1
O=C(CN(C(=O)CCC(=O)Nc1ccccn1)c1ccc2c(c1)OCCO2)NCCc1ccccc1,-14,2,4,21,1,-5,2,-9
S=C(NCc1ccccc1)N1CCN(Cc2ccc3c(c2)OCO3)CC1,-3,2,7,15,0,-2,4,-6
Cc1ccccc1N1CCN(Cc2ccc(Br)o2)CC1,-21,2,5,8,-1,-7,1,-3
Cc1ccccc1C(=O)Nc1nncs1,-1,-1,-6,20,-11,-6,-3,-7
O=C1/C(=C\c2ccncc2)CCc2ccccc21,11,4,10,4,14,57*,60*,17
Cc1cc(Cl)ccc1OC(C)C(=O)Nc1ccc(S(=O)(=O)N2CCOCC2)cc1 (stereo unspecified),12,-5,26,-7,-5,5,4,1
CC1(C)C2CCC1(CS(=O)(=O)NC(CC(=O)O)c1cccc(Br)c1)C(=O)C2 (stereo unspecified),3,-1,1,8,-4,-11,-3,-5
CCn1c2ccccc2c2cc(NC(=O)COC(=O)c3ccc(NC(=O)CC#N)cc3)ccc21,-7,-7,23,-142,8,5,2,-5
O=C1CCCN1c1ccc(C(=O)N(Cc2nnc(-c3ccc(Cl)cc3)o2)C2CC2)cc1,7,0,11,-2,5,-5,-9,3
OCc1ccccc1CN1CCCCCC1,-10,-3,-8,12,-6,-8,10,-1
O=C(COc1ccc(F)cc1)N1CCC(Cc2ccccc2)CC1,-9,-1,8,-3,-6,-17,-5,0
COc1cc2c(cc1OC)[C@@H](NC(=O)C(C)C)[C@H](OCc1ccccc1)C2,22,0,7,3,x,x,2,-8
Cc1ccc(S(=O)(=O)NC(=O)Nc2ncc3c(n2)CC(c2ccco2)CC3=O)cc1 (stereo unspecified),2,1,-11,-8,-1,9,2,-8
O=C(c1ccncc1)N1CCc2ccccc2C1,-7,0,-8,11,-10,5,-6,-6
COc1cc(C(=O)NNC(=O)c2ccccc2OCc2c(C)noc2C)cc(OC)c1OC,-11,0,14,2,-14,-29,-8,-2
Cc1cccc(-n2nc3c(c2NC(=O)c2ccc(S(=O)(=O)N4CCOCC4)cc2)CSC3)c1C,-11,1,x,24,x,x,x,-6

# Complete entries as entered above. Order of screens: PfG6PD inh, SENP1 inh, Apaf1 inhib, SENP8 block-1, SENP8 block-2, SENP6 inh, SENP7 block, HKDC1 inh
# O=C(COc1ccc(F)cc1)N1CCC(Cc2ccccc2)CC1 across the screens: -9, -1, 8, -3, -6, -17, -5, 0
# CCOC(=O)c1c(-c2cccc([N+](=O)[O-])c2)csc1NC(=O)CCCOc1ccccc1 across the screens: 1, 1, x, 3, x, x, x, -1
# Cc1ccc(S(=O)(=O)NC(=O)Nc2ncc3c(n2)CC(c2ccco2)CC3=O)cc1 (stereo unspecified) across the screens: 2, 1, -11, -8, -1, 9, 2, -8
# Nc1nc(-c2ccc(Cl)cc2)nn1C(=O)c1cccnc1 across the screens: 2, -1, -1, 9, 1, 8, 1, 4

# Continuation:
SMILES,PfG6PD inh,SENP1 inh,Apaf1 inhib,SENP8 block-1,SENP8 block-2,SENP6 inh,SENP7 block,HKDC1 inh
COC(=O)c1nn(-c2ccccc2)c(Sc2ccc(OC)cc2)c1/C=N/O,-15,1,-13,20,4,3,1,-5
CCN(CC(=O)NCCC1=CCCCC1)S(=O)(=O)c1ccccc1,-4,1,-21,22,9,23,2,-1
Cc1ccc(C)c(-c2ccc(=O)n(Cc3c(F)cccc3Cl)n2)c1,59,1,17,10,-19,-15,-6,3
O=c1cc(-c2ccccc2)oc2ccc(Cl)cc12,16,-1,x,20,x,x,x,3
Brc1cccc(-c2nnc3n2CCC3)c1,-6,-1,-27,6,-3,-10,3,-8
Cc1cc(=O)c2cccc(Br)c2[nH]1,-15,4,8,15,-4,-23,8,-9
CC(=O)c1cccc(NC(=O)CCc2nnc3ccc(NCc4ccco4)nn23)c1,0,-9,-10,-2,2,-8,-15,4
Brc1ccc(-c2ccc(/C=N/Nc3nncc(-c4ccccc4)n3)o2)cc1,-3,-1,7,29,-11,-12,-4,4
C=CCOC(=O)C1=C(C)OC(N)=C(C#N)C1c1ccc2c(c1)OCO2 (stereo unspecified),-1,-11,-11,-35,-2,0,-3,4
COc1cc(C(=O)NCCC(C)C)ccc1OCc1ccc(Cl)cc1Cl,9,-2,9,26,-7,-8,-1,6
Cc1ccc(-c2nc(C=Nc3ccc(O)cc3)c(O)o2)cc1,13,-29,x,-98,x,x,x,-3
CC(C)c1[nH]nc2c1C(c1ccc(OC(=O)c3ccco3)cc1)C(C#N)=C(N)O2 (stereo unspecified),-19,-3,6,1,6,7,-3,-3
Cc1cc(NC(=O)CCC(=O)N(c2ccccc2)C(C(=O)NCC2CCCO2)c2cccnc2)no1 (stereo unspecified),0,-1,-5,16,-2,-4,-1,-2
Cc1nnc(SCC2=C(C(=O)O)N3C(=O)C(NC(=O)COc4ccc(F)cc4)C3SC2)s1 (stereo unspecified),32,-6,10,-4,-9,-11,-4,2
CC(=O)c1cc(CN2CCN(Cc3ccccc3)C(CCO)C2)cs1 (stereo unspecified),-1,0,-1,12,-11,6,-3,3
CC(C)CC1NC(=O)N(CC(=O)NC2CCCc3ccccc32)C1=O (stereo unspecified),3,1,-7,11,-6,-14,-5,-7
Cc1cc(C)c(CN2CCC(N3CCC(C(=O)NCC4CCCO4)CC3)CC2)cc1C (stereo unspecified),10,-3,5,12,3,-2,-4,-4
CCC(C)Sc1ccc(-c2nc3cnccn3c2NC2CCCCC2)cc1 (stereo unspecified),37,-25&-17,45*,-486,-5,0,1,10
Cn1c(N)c(C(=O)COC(=O)c2ccc3c(c2)OCCO3)c(=O)n(C)c1=O,-1,0,4,-3,1,6,0,-2
COc1cccc(C2=NOC(C(=O)Nc3ccccc3SC)C2)c1 (stereo unspecified),-11,0,13,16,1,5,9,-2
CCOC(=O)c1[nH]c(C)c(C(=O)NCCC2=CCCCC2)c1C,5,1,-6,21,0,8,5,-3
O=C1NC(=Nc2ccccc2)SC1Cc1cccc(Cl)c1Cl (stereo unspecified),-14,2,x,18,x,x,x,-8
CCC(=O)N1CCc2cc(S(=O)(=O)CCC(=O)NCc3ccccc3OC)ccc21,-5,2,-14,6,-3,11,8,3
NC(=O)c1c(NC(=O)C(=O)N2CCOCC2)sc2c1CCCC2,10,0,-4,6,-6,-13,-2,-3
Cn1c(=O)c(C(=O)NC2CCCCCC2)c(O)c2ccccc21,-3,-1,8,-14,-2,-4,2,3
COc1cccc(OCCNC(=O)c2cc(OC)c(OC)c(OC)c2)c1,-3,2,-2,18,-6,9,4,0
COc1ccc(C)cc1-n1cnnn1,10,1,-8,24,-2,-9,6,-1
COc1ccc2cc(C(=O)NCCc3ccccc3)[nH]c2c1,5,-2,3,-43,0,-1,6,-5

# Assay outcomes: PubChem BioAssay, Sanford-Burnham Center for Chemical Genomics
